Screening results as filed in PubChem.
UTI89 phage lysis: inhibition of K1F phage lysis, E. coli UTI89, bacterial capsule biogenesis inhibitors, alamar blue (AID 488966); E. coli UTI89 K1F phage lysis, alamar blue, 2 h; higher % means a stronger effect; inhibition, % at 100 µM; hits with a dose series show IC50 in µM; 340,000 compounds, 0.02% hits;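 active = phage lysis inhibition, versus mean bacterial control, above a set limit; inconclusive = no clear call, values can overlap the other calls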;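 note: capsule biogenesis inhibitors block K1F phage lysis so surviving cells raise fluorescence; higher fluorescence means more inhibition of phage lysis; actives were called in the ten point dose series up to 300 µM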
P. falciparum M1AAP: malaria alanyl aminopeptidase activity blockers – biochemical, fluorogenic H-Leu-NHMec substrate, 1536-well (AID 1445) | recombinant M1AAP, H-Leu-NHMec fluorogenic kinetic assay; higher % means a stronger effect | inhibition, % at 30 µM; hits with a dose series show IC50 in µM | 220,000 compounds, 0.42% hits;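 active = primary inhibition above the hit cutoff, then over 50% inhibition at one or more dose response concentrations, cut at about 23% in these data, passing the limit was not always enough; inconclusive = conflicting primary data, or primary hits not chosen for dose response; inactive = low primary inhibition, or under 50% at every dose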;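 note: plate controls were DMSO full reaction for no effect and no enzyme background for full effect; strong numbers were not always called active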
WT yeast gro inh: growth inhibition of WT yeast, mitochondrial fusion screen; mitochondrial fusion phenotypic screen, WT strain; inhibition, % at 10 µM; 190,000 compounds, 2.1% hits; in the data active = inhibition above about 58%; tested in S. cerevisiae
ER stress rescue: rescue of cells from ER stress-induced death, primary screen, 384-well, CSM14.1, thapsigargin, ATP luminescence (AID 1222). CSM14.1 thapsigargin-induced death rescue, ATP luminescence; higher % means a stronger effect. cellular ATP content (survival), % at 20 µM; hits with a dose series show EC50 in µM. 190,000 tested, under 10 active;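 active = EC50 below 50 µM in the dose-response confirmation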;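 note: death triggered by thapsigargin at about 15 µM added after 2 h compound pretreatment; cell ATP read after overnight thapsigargin exposure of roughly 18 to 22 hours; normalized against plate controls of thapsigargin alone and 5% DMSO vehicle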
PMI inhibition: MPI inhibition at elevated mannose 6-phosphate – biochemical, fluorescence intensity, high mannose 6-phosphate, primary screen (AID 1220); inhibition, % at 20 µM, or IC50 in µM where a hit was titrated; 190,000 compounds, 0.66% hits; recombinant PMI enzyme, coupled fluorescence intensity; higher % means a stronger effect
PMI inhibitors: inhibitors of human PMI, primary screen, biochemical, fluorescence intensity, coupled assay (AID 1209). one-dose inhibition, % at 20 µM; IC50 in µM for titrated hits. 190,000 compounds, 0.42% hits. purified PMI enzyme, coupled fluorescence intensity; higher % means a stronger effect;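 note: plate controls were DMSO vehicle for no effect and wells lacking substrate for full effect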
Myeloid diff 2: myeloid differentiation induction; ER-HoxA9 myeloid progenitors, lysozyme-GFP differentiation, flow cytometry; 360,000 compounds, 1% hits; calls only at 10 µM;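 active = normalized GFP-positive differentiation at or above the plate's own cutoff, the solvent-only control mean plus 3 SD; inconclusive = no clear call, values can overlap the other calls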;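 note: cells exposed to compound for four days before flow analysis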
TNAP activation fold: stimulation of alkaline phosphatase TNAP activity – biochemical, luminescent, no phosphate acceptor, uHTS, primary screen (AID 1001); purified TNAP, luminescent activation assay, no phosphate acceptor; higher activation fold means a stronger effect; 200,000 compounds, 0.03% hits; activation fold at 20 µM; hits with a dose series show EC50 in µM; in the data active = activation fold from about 3, or a potency from the dose series; inactive = the rest, 99 in 100 with activation fold below about 1.6; note: many of its hits are not listed in these tables
Lipid droplet: modulators of hepatic lipid droplet formation; 240,000 compounds, 0.4% hits; AML12 mouse hepatocytes, oleate lipid droplets, BODIPY imaging; inhibition, % at 6.5 µM;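 active = lipid droplet intensity inhibited by at least 50%, with more than 500 cells counted; inconclusive = wells with under 300 cells, treated as cytotoxic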
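Material – AML12 mouse liver cells · Also added – oleate loading, 100 µM · Compound dosing – 6.5 µM single-point dosing · Times – overnight treatment with compound plus oleate · Measured by – fluorescence imaging, 20x objective, two fields per well · Read-out – percent inhibition of filter-corrected integrated lipid droplet intensity per well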
WT yeast gro inh mutant strain: further read-out of WT yeast gro inh, marked with its call; inhibition, %; mitochondrial fusion phenotypic screen, mutant strain inhibition
Lipid droplet cells 6.5 µM: further read-out of Lipid droplet, marked with its call; cell count; measured here: cell count, cytotoxicity flag;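 cells counted across two imaged fields per well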
Myeloid diff 2 GFP+ MAC1+ %: recorded beside Myeloid diff 2, whose call it bears; GFP+ MAC1+ double positive, %; measured here: differentiation confirmed by MAC1 staining
Active calls of the source: *; i = inactive; ? = inconclusive; / = not tested or not shown; [ ] = another dose, or the depositor's remark. Cut-off read from the data, not from the text of the source, unless noted: active = inhibition above about 50%; inactive = the rest.

Under each structure: UTI89 phage lysis	P. falciparum M1AAP	WT yeast gro inh	WT yeast gro inh mutant strain	ER stress rescue	PMI inhibition	PMI inhibitors	Myeloid diff 2	Myeloid diff 2 GFP+ MAC1+ %	TNAP activation fold	Lipid droplet	Lipid droplet cells 6.5 µM
CCOc1nc(NCCC2=CCCCC2)nc(N2CCOCC2)n1
 : 0.0%	1%	-2	25	-2.2%	4%	13%	i	0.6	1.1	2	631
COc1ccc(OC)c(C2C3=C(N=C4SCC(=O)N42)c2ccccc2CC3)c1 (stereo unspecified)
 : -0.1%	10%	57	12	-0.7%	34%	9%	i	0.6	1.1	/	/
Nc1nc(-c2ccccc2)cn1/N=C/c1ccccc1
 : -0.7%	7%	/	/	/	/	/	i	0.8	/	1	796
COc1ccc(C(=O)CSc2nc3ccccc3n2CC(=O)NC(C)(C)C)cc1
 : 0.8%	3%	-16	-5	-3.6%	-1%	2%	i	0.6	1.2	-2	774
CC1=C(C(N)=O)C(c2ccc(Cl)cc2)NC(=O)N1 (stereo unspecified)
 : 0.5%	8%	12	15	/	/	/	i	1.0	/	/	/
Cc1ccc(NC(=O)C2CCCCC2C(=O)O)cc1Cl (stereo unspecified)
 : 0.0%	12%	7	-10	0.3%	-12%	-9%	i	0.2	1.1	20	665
c1coc(CNc2nc(N3CCCCC3)nc3ccccc23)c1
 : -0.6%	8%	-6	5	-0.6%	-3%	4%	i	1.1	1.1	6	666
COCCCNC(=O)c1ccc(Cn2c(=O)[nH]c3ccccc3c2=O)cc1
 : 0.8%	1%	-1	0	-5.4%	9%	-2%	i	1.3	1.1	-2	697
O=C(CCCCCNC(=O)c1ccccc1)N=Nc1c(O)[nH]c2c(Br)cc(Br)cc12
 : /	18%	19	15	1.2%	24%	17%	/	/	1.6	/	/
CC(=C\c1ccccc1)/C=C1/SC(=S)N(CCC(=O)Nc2ccccn2)C1=O
 : /	2%	-7	-9	-2.6%	10%	4%	/	/	0.8	-8	701
CCOC(=O)C1(Cc2ccc(O)cc2)NC(c2ccccc2F)C2C(=O)N(C)C(=O)C21 (stereo unspecified)
 : 0.0%	7%	2	12	1.0%	4%	0%	i	0.7	1.1	/	/
CS(=O)(=O)N1CCN(Cc2ccc([N+](=O)[O-])cc2)CC1
 : 1.1%	-8%	11	5	0.1%	12%	12%	i	0.1	1.1	-2	744
Cc1cc(=O)[nH]c(NN)n1
 : -0.1%	2%	/	/	/	/	/	i	1.0	/	6	682
CCOC(=O)C1=C(O)C(=O)N(Cc2ccccc2)CC1
 : 0.3%	-4%	-11	1	-0.1%	1%	4%	i	1.0	1.1	6	646
Cc1ccc(NC(=O)CSc2nccc(=O)[nH]2)c(S(=O)(=O)N2CCOCC2)c1
 : 0.3%	17%	-3	1	-1.8%	-12%	-3%	i	1.1	1.1	/	/
CCOC(=O)C1(CC2CCCCO2)CCN(Cc2nccn2-c2ccc(OC)cc2)CC1 (stereo unspecified)
 : 0.6%	5%	15	14	0.1%	-9%	3%	i	0.3	1.1	-10	693
O=C(O)c1cc2cc(Cl)ccc2oc1=O
 : 0.8%	6%	-7	-7	-1.3%	-7%	-1%	i	0.9	1.1	/	/
Cc1nn(CCO)c2nc(-c3cccs3)cc(C(F)(F)F)c12
 : -0.8%[50 µM]	5%	25	8	-7.0%	7%	11%	i	0.5	1	8	704
CCOC(=O)n1c(=O)n(Cc2ccccc2Cl)c2ccccc21
 : 0.5%	2%	-9	1	8.2%	2%	5%	i	0.5	1.1	/	/
COc1ccccc1C(O)(C(=O)NNc1cccc(C)c1)c1ccccc1OC
 : 0.0%	8%	-2	-12	0.3%	-4%	4%	i	0.4	1.1	-4	657
CC(C)n1c(=NC(=O)c2ccco2)c(C#N)cc2c(=O)n3ccccc3cc21
 : -0.2%	10%	-3	-10	-0.6%	11%	-2%	i	1.0	1.1	-11	727
C=CCn1c(SCC(=O)NC(=O)NCc2ccco2)nc2sc(CC)cc2c1=O
 : 0.3%	1%	2	3	6.8%	1%	-4%	i	1.4	1	/	/
COC(=O)N/N=C(/c1ccccc1)C1CCCCC1
 : /	-1%	-8	10	-1.2%	1%	0%	/	/	1.1	4	680
COc1cccc(CN2CCNC(=O)C2CC(=O)NCCn2cccn2)c1OC (stereo unspecified)
 : 0.5%	-1%	6	-10	0.5%	17%	6%	i	0.8	1.1	-2	718
COc1ccc(CC(=O)O/N=C(\N)Cc2ccc(OC)c(OC)c2)cc1
 : -1.7%	11%	/	/	-1.4%	6%	6%	i	5.9	1.1	/	/
COc1ccccc1Oc1ccc(N/C=C/C(=O)c2ccco2)cc1
 : 0.3%	8%	-4	5	1.4%	20%	11%	i	0.1	1	-2	674
O=C(N/N=C/c1c[nH]c2ccccc12)c1cc(-c2ccc3ccccc3c2)n[nH]1
 : i	8%	-5	-15	-5.0%	7%	10%	?	/	1	2	624
COc1ccc(S(=O)(=O)N(C)CC(=O)Nc2ccc(C(F)(F)F)cc2)cc1Cl
 : 2.8%	9%	-6	-5	-0.6%	11%	13%	i	4.1	1.2	12	792
CC1(C)CC(=O)C2=C(C1)NCN(Cc1ccc3c(c1)OCO3)C2
 : 0.0%	9%	-3	-33	-2.8%	-2%	2%	i	0.7	1	8	666
Cc1sc2ncnc(NCc3ccco3)c2c1C
 : 0.1%	2%	8	-1	2.7%	15%	9%	i	0.7	1.1	/	/
CN(C)C(CNC(=O)c1ccc2c(=O)n(-c3ccccc3F)c(=S)[nH]c2c1)Cc1ccccc1 (stereo unspecified)
 : 1.1%	7%	15	-8	-0.7%	-2%	-12%	i	1.3	1.1	-6	692
CC(C)CC(=O)c1c[nH]c(C(=O)NCCCN2CCOCC2)c1
 : 0.1%	11%	4	9	-2.7%	8%	6%	i	1.1	1.1	0	658
COc1ccc(S(=O)(=O)Nc2nnc(C(C)(C)C)s2)cc1
 : ?	3%	2	-5	1.2%	24%	46%	i	6.0	1	/	/
Cc1ccc(OC(=O)CCC(=O)Nc2ccc(Br)cc2)cc1
 : 0.2%	12%	-5	-11	5.0%	-12%	-11%	i	0.6	1.2	23	657
CCCCSc1nnc2c(n1)OC(C(=O)c1ccccc1)Nc1ccccc1-2 (stereo unspecified)
 : /	2%	34	34	-5.0%	-86%	-57%	/	/	1.2	-1	680
c1ccc(CN2CCN(c3nc4ccccc4c4ccccc34)CC2)cc1
 : 0.2%	1%	30	24	-1.2%	9%	18%	i	0.7	1.1	0	769
CC(C)C(OC(=O)c1nsc(Cl)c1Cl)C(=O)NCc1ccc2c(c1)OCO2 (stereo unspecified)
 : 1.5%[50 µM]	0%	1	-1	13%	-2%	1%	i	13	1.1	/	/
Cc1ccc(S(=O)(=O)NC2CCCc3ccccc32)cc1C (stereo unspecified)
 : 2.0%	7%	-12	-2	-0.3%	8%	13%	i	0.9	1.1	-2	760
COc1ccc(-c2cc(=O)[nH]c(NCc3ccccc3)n2)cc1
 : 1.0%	2%	5	1	-2.0%	2%	12%	i	4.5	1.1	-12	770
CCCCn1ccc(=O)c2c(C(F)(F)F)nccc21
 : 0.3%	5%	2	15	7.3%	2%	4%	i	0.6	1	-9	733

Two compounds from above with just PMI inhibition, Lipid droplet cells 6.5 µM and WT yeast gro inh:
molecule | PMI inhibition | Lipid droplet cells 6.5 µM | WT yeast gro inh
c1ccc(CN2CCN(c3nc4ccccc4c4ccccc34)CC2)cc1 | 9% | 769 | 30
CCCCSc1nnc2c(n1)OC(C(=O)c1ccccc1)Nc1ccccc1-2 (stereo unspecified) | -86% | 680 | 34

New compounds follow:
Under each structure: UTI89 phage lysis	P. falciparum M1AAP	WT yeast gro inh	WT yeast gro inh mutant strain	ER stress rescue	PMI inhibition	PMI inhibitors	Myeloid diff 2	Myeloid diff 2 GFP+ MAC1+ %	TNAP activation fold	Lipid droplet	Lipid droplet cells 6.5 µM
COC(=O)COc1ccc(NC(=O)c2ccco2)cc1
 : -0.1%	0%	/	/	/	/	/	i	1.3	/	-1	728
COc1cccc(NC(=O)N2CCCC2C(=O)Nc2ccc3c(c2)OCCO3)c1 (stereo unspecified)
 : 0.5%	-1%	0	-3	1.3%	7%	-2%	i	0.4	1.1	2	695
CC(=O)N(c1ccccc1C)C1CCCC1
 : 2.1%[50 µM]	0%	-17	2	4.1%	2%	-5%	i	0.1	1	8	610
Cc1ccc(OCCCCn2ccnc2C)c(C)c1
 : 1.0%	-3%	23	33	-1.3%	-6%	-4%	i	0.1	1	-20	690
Cc1cccc(NC(=O)CSc2nnc(NC(=O)c3ccc(S(=O)(=O)N4CCOCC4)cc3)s2)c1C
 : /	11%	1	-13	-0.8%	-27%	-16%	/	/	1	18	669
COc1ccc(NC(=O)C2CCCN2C(=O)Nc2ccccc2)cc1OC (stereo unspecified)
 : 0.0%	3%	-9	-7	0.8%	-3%	-7%	i	0.2	1.1	21	753
C=CCC(O)(CC=C)C(C)N (stereo unspecified)
 : 0.3%	-4%	-13	-16	3.1%	0%	11%	i	0.9	1	14	759
O=C(Oc1ccc2c(=O)c(Oc3ccc4ccccc4c3)coc2c1)c1ccco1
 : 2.6%	2%	29	-4	0.6%	5%	6%	i	0.8	1.1	-9	803
Cc1nn(-c2ccccc2)c(-n2cccc2)c1C(=O)O
 : 0.2%	8%	-12	-14	-3.1%	2%	0%	i	0.4	1.1	-3	772
